Hep lipid drop = hepatic lipid droplet formation modulation; inhibition, % at 6.5 µM; AID 1656; AML12 mouse hepatocytes, oleate lipid droplets, BODIPY imaging; 0.4% of 240,000 active;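 active = lipid droplet intensity inhibited by at least 50%, with more than 500 cells counted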
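material = mouse AML12 hepatocyte cell line, fixed after treatment | also added = 100 µM oleic acid challenge | doses = compound at 6.5 µM only | schedule = overnight exposure | technique = Image-based BODIPY and DAPI two-channel analysis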
T cell modulator = modulates CD8 T cell binding to vesicles | 0.068% of 330,000 active | AID 2052 | 2C CD8+ T cell-vesicle binding, flow cytometry; hits give low values | calls only at 7 µM;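 active = response, share of CD8 T cells binding vesicles, and their 90th percentile fluorescence all below set limits, cut at about 80% in these data, passing the limit was not always enough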
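material = purified 2C TCR transgenic mouse naive CD8+ T cells | controls = Unloaded micro-vesicles (low), QL9 vesicles with 0.7% DMSO (high) | detection = cytometric PE anti-B7-1 and Alexa647 anti-CD8 signals after 1% paraformaldehyde fixation | incubation = binding step 1.5 h, 37 °C, antibody labelling 20 min, ice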
Hep lipid drop cells 6.5 µM = further read-out of Hep lipid drop, marked with its call; cell count; measured here: cell count, cytotoxicity flag;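 cells counted across two imaged fields per well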
T cell modulator vesicle-bound % = recorded beside T cell modulator, whose call it bears; double positive events, %; measured here: CD8+ vesicle-bound cell fraction;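 binding gate set so that unloaded-vesicle control wells show 10% double positive cells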
* hit, by the source's call; i = inactive.

SMILES	Hep lipid drop	Hep lipid drop cells 6.5 µM	T cell modulator	T cell modulator vesicle-bound %
O=C(OCC(=O)N1CCCC1=O)C1CCN(S(=O)(=O)c2c(Cl)cccc2Cl)CC1	-0.8	715	i	59.5
COc1ccc(C2NC(=O)N(C)C(C)=C2[N+](=O)[O-])cc1 (stereo unspecified)	-9.5	813	i	3.4
CCOc1ccccc1C(=O)Nc1ccc(S(=O)(=O)Nc2cc(OC)nc(OC)n2)cc1	2.7	706	i	69.0
CNC(=S)N(Cc1cc2cc(C)ccc2n2nnnc12)CC(C)(C)CN(C)C	8.0	803	i	55.8
COc1ccc(CCNCC(=O)Nc2ccc(C(=O)N3CCCCC3)cc2)cc1	-7.0	805	i	28.1
Cc1cc(C)nc(SC/C=C/c2ccccc2)n1	1.1	830	i	15.9
C=CCNC(=O)c1ccc(CN2CCC(Cc3ccccc3)CC2)cc1	-1.4	847	i	57.8
Cc1nc2scc(C)n2c(=O)c1S(=O)(=O)NCCc1ccccc1	-16.1	704	i	21.3
Cc1cc(C)cc(NC(=O)CSc2nc(N)c(NC(=O)c3ccc(Br)o3)c(=O)[nH]2)c1	-2.9	717	i	55.4
O=C(Cc1ccc(F)cc1)N1CCC(CC2CC(c3ccc(Cl)cc3)=NO2)(C(=O)NCC2CCCCC2)CC1 (stereo unspecified)	-0.2	813	i	21.3
Cc1ccc(NC2CCCN(C(=O)C3CCCCC3)C2)cc1C (stereo unspecified)	-3.0	838	i	8.6
Cc1ccccc1NC(=O)Cc1nnc(SCC(=O)N2CCOCC2)n1C	-1.8	823	i	9.4

For convenience, part of the list above.
SMILES	Hep lipid drop	Hep lipid drop cells 6.5 µM	T cell modulator	T cell modulator vesicle-bound %
Cc1ccc(NC2CCCN(C(=O)C3CCCCC3)C2)cc1C (stereo unspecified)	-3.0	838	i	8.6
Cc1ccccc1NC(=O)Cc1nnc(SCC(=O)N2CCOCC2)n1C	-1.8	823	i	9.4

The main list resumes, repeating the seven entries before the break.
SMILES	Hep lipid drop	Hep lipid drop cells 6.5 µM	T cell modulator	T cell modulator vesicle-bound %
Cc1cc(C)nc(SC/C=C/c2ccccc2)n1	1.1	830	i	15.9
C=CCNC(=O)c1ccc(CN2CCC(Cc3ccccc3)CC2)cc1	-1.4	847	i	57.8
Cc1nc2scc(C)n2c(=O)c1S(=O)(=O)NCCc1ccccc1	-16.1	704	i	21.3
Cc1cc(C)cc(NC(=O)CSc2nc(N)c(NC(=O)c3ccc(Br)o3)c(=O)[nH]2)c1	-2.9	717	i	55.4
O=C(Cc1ccc(F)cc1)N1CCC(CC2CC(c3ccc(Cl)cc3)=NO2)(C(=O)NCC2CCCCC2)CC1 (stereo unspecified)	-0.2	813	i	21.3
Cc1ccc(NC2CCCN(C(=O)C3CCCCC3)C2)cc1C (stereo unspecified)	-3.0	838	i	8.6
Cc1ccccc1NC(=O)Cc1nnc(SCC(=O)N2CCOCC2)n1C	-1.8	823	i	9.4
CCCCCCNC(=O)CCc1nc2cccnc2n1Cc1ccc(OC)cc1	-12.1	831	i	51.5
CC(=O)OC1CC2(C)/C(=N\O)CCC2C2CCc3cc(O)ccc3C12 (stereo unspecified)	31.1	789	i	51.2
COc1ccc(NC(=O)CSCC(=O)N=c2sccn2C)cc1	-30.3	650	i	31.7
COCC(=O)N1CCC(Oc2ccc(C(=O)N[C@H](C(=O)OC)C(C)C)cc2)CC1	-4.6	817	i	55.8
CC(C)CC(NC(=O)CCC(=O)OCC(=O)[C@@]1(O)CCC2[C@@H]3CCC4=CC(=O)C=C[C@]4(C)C3[C@@H](O)C[C@@]21C)C(=O)O (stereo partly specified)	-3.3	776	i	23.3
COc1ccc(N2CCN(C(=O)c3ccc4c(=O)n(Cc5ccc6c(c5)OCO6)c(=O)[nH]c4c3)CC2)cc1	-0.3	674	i	30.2
Cn1c(=O)c2ccccc2n(CC(=O)N2CCCc3ccccc32)c1=O	-7.9	753	i	41.3
C=CCn1c(=O)c2ccccc2n2c(SCC(=O)O)nnc12	3.4	823	i	53.0
CCOC(=O)c1cnc2ccc(C)cc2c1NCCN1CCOCC1	-5.0	855	i	59.0
COc1ccc(C(=O)N/C(=C/c2cccnc2)C(=O)N2CCN(C)CC2)cc1OC	4.2	695	i	15.5
Cc1cc(Cl)ccc1C(=O)C1CCCN(C(=O)c2nonc2C)C1 (stereo unspecified)	-8.4	686	i	60.9
Cc1ccccc1OCC(=O)NCCNC(=O)c1ccccn1	5.1	802	i	44.0
O=C(NCC(=O)N1CCN(c2ccccc2F)CC1)c1cccs1	17.0	705	i	20.4
CCN(C(=O)Cn1cc(C(=O)C(=O)N2CCOCC2)c2ccccc21)c1ccccc1	0.7	869	i	57.8
Cc1ccccc1CC(=O)NC1CCCCCC1	-7.4	756	i	52.2
CC1=C(C(=O)Nc2cc(C(=O)N3CCC(C)CC3)ccc2C)SCCO1	-8.1	649	i	9.1
CC(=O)c1cccc(NS(=O)(=O)c2cc3c(cc2C)NC(=O)CO3)c1	-7.3	743	i	9.7
CCc1nnc(NC(=O)c2nc(S(=O)(=O)Cc3cccc(C)c3)ncc2Cl)s1	-32.4	706	i	3.0
CN(CCOc1ccc(Cl)cc1)CC(O)c1ccccc1 (stereo unspecified)	-1.2	837	i	59.3
CCc1ccc(C(=O)CSc2nc(N)cc(=O)[nH]2)cc1	-1.0	843	i	56.0
Cc1ccc2nc(N(CCN(C)C)C(=O)C3=COCCO3)sc2c1	-7.7	657	i	29.9
COc1ccccc1CNC(=O)Cn1cccc1C(=O)c1ccccc1	-24.1	728	i	35.2
Cc1ccc(NC2CCCN(C(=O)CCc3cn[nH]c3)C2)cc1C (stereo unspecified)	-7.8	795	i	5.2
COCc1cc(C)n(CC(=O)Nc2ccc3c(c2)OCO3)c(=O)c1C#N	-18.9	718	i	31.0
O=C(O)C1CCCCC1C(=O)NC1C2CC3CC(C2)CC1C3 (stereo unspecified)	0.8	830	i	48.4
CCOC(=O)c1c(S(=O)(=O)N2CCN(C)CC2)c(C)n(C)c1C	1.1	767	i	9.8
COc1cc(CN(CC2CCCO2)C(=O)c2cccs2)cc(OC)c1OC (stereo unspecified)	0.7	723	i	10.3
COc1cc(NC(=O)C2CCC(=O)N2S(=O)(=O)c2ccc(C)cc2)cc(OC)c1 (stereo unspecified)	-3.1	801	i	30.2
Cc1ccc(N(CC(=O)NCc2ccccc2Cl)S(=O)(=O)c2c(C)noc2C)cc1	13.1	735	i	20.7
Cc1ccc(-c2cc(-c3ccccc3)nc(N(C)N)n2)cc1	19.9	839	i	50.6
CCCCCC(=O)N(Cc1ccccc1)c1c(N)n(CCOC)c(=O)[nH]c1=O	-6.5	695	i	28.6
O=C(CCn1cccn1)N1CCCC(N2CCN(c3cccc(C(F)(F)F)c3)CC2)C1 (stereo unspecified)	-6.7	815	i	5.4
Cc1cccc(C(=O)N(CCc2ccccc2)Cc2ccccc2)c1[N+](=O)[O-]	-2.4	703	i	64.7
COCC(=O)N1CCC(Oc2ccc(C(=O)N(C)C3CCCCC3)cc2)CC1	-2.9	792	i	58.7
O=C(CSc1nnc(-c2ccc(O)cc2)o1)Nc1ccccc1Br	-0.8	807	i	36.8
CN(C)CCCN(C(=O)c1cc(-c2cccs2)nc2ccccc12)c1nc2c(F)cccc2s1	-0.7	792	i	44.4
CC1CN(C(=O)CCC(=O)NCc2ccccc2)c2ccccc2S1 (stereo unspecified)	-3.7	777	i	29.0
Cc1ccc(CNC(=O)c2ccccc2NC(=O)C2=CSCCO2)cc1	31.6	688	i	40.0
CCOc1ccc(/C=N/NC(=O)c2[nH]c3ccc(C)cc3c2C)cc1	-5.4	776	i	12.4
CCC(C(=O)O)n1c2ccccc2c2cn[nH]c(=O)c21 (stereo unspecified)	-2.9	776	i	9.7
CC1CCN(C(=O)c2ccc3c(=O)n4c(nc3c2)CCCCC4)CC1	0.1	682	i	22.5
COC(=O)c1ccc(OCC(O)CN2CCc3cc(OC)c(OC)cc3C2c2ccccc2)cc1 (stereo unspecified)	-24.9	738	i	32.1
Clc1ccc(/C=C/c2ncc[nH]2)c(Cl)c1	-28.5	640	i	51.7
CC(C)(C)c1ccc(O)c(N=Cc2cc3c(cc2[N+](=O)[O-])OCO3)c1	2.3	761	i	69.2
CCCC(=NC(C)CC)C1=C(O)CC(c2ccccc2)CC1=O (stereo unspecified)	-8.9	791	i	45.4
COC(=O)c1cccc(CSC(=S)N2CCCC2)c1	-3.9	830	i	49.8
CCN1CCN(c2cc(C)c3cc(NC(=O)CCC(=O)Nc4ccc(OC)c(OC)c4)ccc3n2)CC1	-6.9	818	i	17.9
Cc1ccc2c(=O)cc(C(=O)NC3CCS(=O)(=O)C3)oc2c1C (stereo unspecified)	0.3	760	i	10.9
Cc1ccc(C)c(S(=O)(=O)Nc2ccc3[nH]c(=O)[nH]c3c2)c1	5.5	783	i	18.4
O=c1[nH]c(C(Cl)(Cl)Cl)nc2ccc3ccccc3c12	-11.6	787	i	18.5
CCOC(=O)C1(Cc2ccccc2C)CCCN(C(=O)CN2CCCCC2=O)C1 (stereo unspecified)	-12.9	810	i	62.0
Cc1cc(=O)oc2cc(OCC(=O)NCCc3c[nH]c4ccc(F)cc34)ccc12	-36.0	673	i	26.7
COc1ccc(COC(=O)C2CC(=O)N(Cc3ccc(C)cc3)C2)cc1 (stereo unspecified)	4.1	861	i	62.4
COc1cccc(N2CCN(C(=O)C3CCN(S(=O)(=O)c4ccc5c(c4)CC(C)N5C(C)=O)CC3)CC2)c1 (stereo unspecified)	-6.5	662	i	27.8
CC1CCCCN1C(=O)CN1C(=O)CSc2ccc(S(=O)(=O)N3CCOCC3)cc21 (stereo unspecified)	-13.2	771	i	30.8
COCc1cc(CNC(=O)C2CCC(=O)N(Cc3ccccc3F)C2)[nH]n1 (stereo unspecified)	10.9	614	i	14.7
Cc1nn(CCCC(=O)NCCc2ccccc2)c(=O)c2nccn12	-0.4	760	i	9.8
O=C(Nc1cccc(Cl)c1N1CCCC1)c1ccco1	-23.0	793	i	16.8
CCc1ccccc1NC(=O)CSc1nnc(C2CC2)n1CC1CCCO1 (stereo unspecified)	-2.8	820	i	59.4
CCC(C)C(NC(=O)C1CCC(C)CC1)C(=O)NCCc1ccc(S(N)(=O)=O)cc1 (stereo unspecified)	29.2	704	i	60.2
Later entries
SMILES	Hep lipid drop	Hep lipid drop cells 6.5 µM	T cell modulator	T cell modulator vesicle-bound %
CCc1nonc1NC(=O)COc1ccc(Cl)c(C)c1	-8.5	758	i	41.8
CS(=O)(=O)C1=NSC2=NC(=O)/C(=C\c3ccc(OS(=O)(=O)c4ccccc4)cc3)C(=N)N21	3.4	707	i	11.8
NS(=O)(=O)c1c(Sc2ccccc2C(=O)O)ccc2ccccc12	-17.0	791	i	13.9
COc1ccccc1NCC(=O)N/N=C/c1c(O)ccc2ccccc12	-20.3	700	i	26.3
CCC(C)[C@H](NC(=O)C1(c2ccccc2)CCN(C(=O)OC(C)(C)C)CC1)C(=O)N[C@@H](C(=O)O)c1ccccc1 (stereo partly specified)	-0.5	838	i	30.4
O=C(NC(=S)N1CCCC1)c1cccc([N+](=O)[O-])c1	-1.5	661	i	8.4
CCOc1ccc(NC(=S)NC(=O)Cc2ccccc2)cc1	9.0	813	i	32.6
Cc1cccc(C(=O)N2CCC(N3CCC(C(=O)N4CCOCC4)CC3)CC2)c1	-1.4	826	i	12.0
CC(NC(=O)[C@@H](NC(=O)[C@@H]1Cc2ccccc2CN1)C(C)C)c1ccccc1 (stereo partly specified)	-5.9	674	i	10.0
COc1cccc(C(C[N+](=O)[O-])c2c(C)[nH]n(-c3ccccc3)c2=O)c1 (stereo unspecified)	23.4	761	i	11.6
O=C(NC(=O)C(F)(F)F)Nc1ccc(S(=O)(=O)Nc2nccs2)cc1	1.2	812	i	62.8
CCS(=O)(=O)C1=NSC2=NC(=O)/C(=C\c3ccc(OC(=O)c4ccco4)cc3)C(=N)N21	-4.1	753	i	6.8
Cc1ccccc1CNC(=O)Cn1ccc2cc(S(=O)(=O)N3CCCCCC3)ccc21	-2.3	683	i	27.1
Cc1ccc(-n2nc3c(N4CCC(C(=O)NCc5cccc(F)c5)CC4)nnc(C)c3c2C)cc1	-31.1	698	i	5.8
NC(=O)[C@@H]1CCCN1C(=O)c1cc(COc2ccc3c(c2)CCCC3)on1	-14.1	685	i	64.9
CCS(=O)(=O)c1ncc(Cl)c(C(=O)Nc2ccccc2OC)n1	-2.9	772	i	5.6
COc1ccc(NC(=O)NC2(C(=O)N3CCN(C)CC3)CCCCC2)cc1	-3.9	779	i	18.1
O=C(NC(=S)NC(CO)Cc1ccccc1)c1ccc(F)cc1 (stereo unspecified)	-9.6	808	i	28.6
O=C(NC(=S)NC1CCS(=O)(=O)C1)c1ccccc1Br (stereo unspecified)	12.5	693	i	4.9
CCOc1ccc(N(CC(=O)N2CCN(c3ccc(F)cc3)CC2)S(=O)(=O)c2c(C)noc2C)cc1	-1.9	721	i	7.1
COc1ccc(/C=N/NC(=O)CC(=O)NCc2cccnc2)cc1[N+](=O)[O-]	-1.8	814	i	54.2
COc1cccc(-c2cc(C(=O)NCCCN3CCOCC3)no2)c1	-7.5	731	i	41.2
COc1cccc(CN2CCCC(C(=O)N3CCCCC3)C2)c1 (stereo unspecified)	15.7	841	i	44.2
Cc1cc(C(=O)NCc2cccc(Cl)c2)c2ccccc2n1	-2.6	795	i	17.0
CC(C)(C)c1cc[n+](-c2[nH]c(=O)sc2/C=N/N=C(\[O-])c2cccnc2)cc1	6.3	732	i	12.4

A portion of the library; rates above refer to the full screens.
